Tau ThT inhib – blocks human tau fibril formation measured by thioflavin T. recombinant tau K18 P301L, heparin-induced fibrillization, ThT fluorescence. Potency, µM (doses to about 57.4 µM), inactives show at the highest dose activity, negative = inhibition, most hits filed as inhibitors. P10636. 270,000 compounds, 2.1% hits; also: % is scaled to controls: 0 for no effect and ±100 for the full control effect; nearly all actives have a fitted effect of over 55% in size
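Heparin-induced fibrillization of the P301L-mutant K18 repeat-domain fragment of human tau was followed by ThT binding in quantitative high-throughput format.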
HTT cytoprotect – cytoprotection in Huntington HTT-Q103 PC12 cell model | PC12 HTT-Q103 induced, cytoprotection, ATP luminescence, 40 h | Potency, µM (series often up to 56.4 µM), inactives show cytoprotection (ATP increase), usual class: activators | 230,000 compounds, 0.14% hits | AID 1471;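 also: % of control where 0% means no effect; nearly all actives have a fitted effect of over 45% in size; toxic huntingtin expression switched on by the ecdysone agonist tebufenozide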
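Compounds were screened for protection of PC12 cells against cell death after tebufenozide induction (100 nM final) of mutant Huntingtin exon 1 (Q103) fused to GFP.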
Tau fibril FP – blocks human tau fibril formation measured by polarization. P10636. K18 P301L tau heparin fibrillization, Alexa594 FP, 6 h. Potency, µM (doses to about 57.7 µM), without a hit: at the highest dose activity, negative = inhibition, usual class: inhibitors. 280,000 compounds, 0.39% hits. AID 1468; also: % is scaled to controls: 0 for no effect and ±100 for the full control effect; nearly all actives have a fitted effect of over 55% in size
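Read-out: fluorescence polarization of Alexa 594-labeled tau (0.24 uM), 555 nm excitation, 632 nm emission. Mixtures held 15 uM unlabeled K18 P301L, compound and 20 uM heparin, pH 7 acetate buffer, incubated 6 hr at 37 C.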
TRb SRC2 PPI – inhibitors of human thyroid hormone receptor beta-SRC2 interaction. P10828. TRbeta-SRC2 peptide binding, fluorescence polarization; receptor liganded with 1 µM T3. Potency, µM (top dose mostly 106 µM), inactives show at the top dose activity change, negative = inhibition, usual class: inhibitors. 280,000 compounds, 0.065% hits. AID 1469;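 also: plate controls were bound peptide for no effect and peptide without receptor for full effect; nearly all actives have a fitted effect of over 50% in size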
Target sequence (P10828 whole entry, looked up): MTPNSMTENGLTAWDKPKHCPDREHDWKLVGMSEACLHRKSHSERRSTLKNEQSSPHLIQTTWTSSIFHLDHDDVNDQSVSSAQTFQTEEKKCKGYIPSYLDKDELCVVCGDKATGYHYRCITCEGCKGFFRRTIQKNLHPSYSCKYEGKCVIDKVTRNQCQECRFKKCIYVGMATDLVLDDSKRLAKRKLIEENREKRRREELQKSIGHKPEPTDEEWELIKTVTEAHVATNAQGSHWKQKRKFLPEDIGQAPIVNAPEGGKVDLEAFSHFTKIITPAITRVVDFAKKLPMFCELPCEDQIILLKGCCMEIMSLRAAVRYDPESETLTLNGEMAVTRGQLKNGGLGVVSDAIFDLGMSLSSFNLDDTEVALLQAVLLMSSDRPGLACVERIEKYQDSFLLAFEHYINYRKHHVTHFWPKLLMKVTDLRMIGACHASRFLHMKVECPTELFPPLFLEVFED
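Read-out is fluorescence polarization (555 nm excitation, 632 nm emission) of a Texas Red SRC2 coactivator peptide; loss of signal reflects blocked binding to human TRb ligand-binding domain in the presence of 1 uM T3.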
L3MBTL1 inh – blocks human L3MBTL1; AID 485360; Potency, µM (doses to about 57.1 µM), without a hit: at the top dose activity, negative = inhibition, usual class: inhibitors; 230,000 compounds, 0.66% hits; AlphaScreen L3MBTL1–H3K9me1 peptide binding; also: % is scaled to controls: 0 for no effect and ±100 for the full control effect; nearly all actives have a fitted effect of over 60% in size
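Displacement of a biotinylated histone H3(1-15) peptide monomethylated at Lys9 (75 nM) from L3MBTL1 (50 nM) was measured by AlphaScreen after a 30 min room-temperature compound incubation; cefsulodin titration served as intraplate control.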
RECQ1 helicase – blocks DNA unwinding by human RECQ1. P46063. RECQ1 DNA unwinding, red fluorescence kinetic read. Potency, µM (highest dose often 57.3 µM), inactives show at the top dose activity, negative = inhibition, most hits filed as inhibitors. 240,000 compounds, 0.54% hits;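 also: plate controls were vehicle for no effect and no enzyme for full effect; nearly all actives have a fitted effect of over 30% in size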
Target sequence (P46063 whole entry, looked up): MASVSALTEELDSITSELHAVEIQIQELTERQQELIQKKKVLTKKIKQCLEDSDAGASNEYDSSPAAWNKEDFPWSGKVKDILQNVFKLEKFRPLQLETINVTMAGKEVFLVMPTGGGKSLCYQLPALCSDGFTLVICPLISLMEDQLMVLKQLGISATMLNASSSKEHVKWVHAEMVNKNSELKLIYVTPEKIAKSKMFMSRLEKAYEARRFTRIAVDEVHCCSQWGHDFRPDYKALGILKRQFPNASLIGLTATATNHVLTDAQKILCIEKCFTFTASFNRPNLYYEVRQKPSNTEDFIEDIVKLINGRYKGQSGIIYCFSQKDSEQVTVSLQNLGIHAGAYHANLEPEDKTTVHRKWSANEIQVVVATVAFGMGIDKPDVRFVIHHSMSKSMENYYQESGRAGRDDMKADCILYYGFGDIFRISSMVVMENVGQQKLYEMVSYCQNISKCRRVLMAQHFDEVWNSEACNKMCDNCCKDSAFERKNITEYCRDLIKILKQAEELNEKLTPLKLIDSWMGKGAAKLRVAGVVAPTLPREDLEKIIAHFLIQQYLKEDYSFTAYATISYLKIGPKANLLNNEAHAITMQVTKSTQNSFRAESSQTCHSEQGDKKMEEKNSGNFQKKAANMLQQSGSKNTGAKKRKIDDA
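50 nM RECQ1T1 preincubated 15 min with compound in Tris pH 8.0 buffer with MgCl2, DTT, Tween-20 and 2.5 ug/ml poly(dI-dC); started with 200 nM TAMRA/BHQ-2 forked duplex and 2 mM ATP. Unwinding read as fluorescence (525/598 nm), two reads 2 h apart.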
Tau fluor cs – counter-screen for tau fibril formation inhibitors; tau K18 P301L Alexa594 fluorescence, heparin fibrillization; Potency, µM (doses to about 57.7 µM), for inactives: at the highest dose activity change, negative = decrease; 280,000 compounds, 0.93% hits; also: % is scaled to controls: 0 for no effect and ±100 for the full control effect; nearly all actives have a fitted effect of over 55% in size
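Human tau K18 P301L (15 uM unlabeled, 0.24 uM Alexa 594-labeled) in 100 mM sodium acetate pH 7 with 20 uM heparin, 6 hr at 37 C. ThT 30 uM added, 1 hr ambient; Alexa 594 FP and total fluorescence read at 555/632 nm.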
TR SRC2 fluor cs – Texas Red fluorescence interference in TRb-SRC2 counter-screen | TRb/SRC2 Texas Red total fluorescence interference | Potency, µM (top dose mostly 106 µM), without a hit: top-dose fluorescence change, negative = quenching | AID 1479 | 280,000 compounds, 0.29% hits; active = well fitted curve in either direction with a large enough effect; inconclusive = small, poorly fitted or top-dose-only effect; also: % is scaled to controls: 0 for no effect and ±100 for the full control effect
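Human TRb ligand-binding domain at 0.6 uM with 20 nM Texas Red SRC2 peptide in Tris buffer containing 1 uM T3 and 5% DMSO, incubated with compound 5 h at ambient temperature. Total fluorescence (555/632 nm) calculated as parallel + 2 × perpendicular.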
* = called active by the depositor; i = inactive; ? = inconclusive; nt = not tested or not shown; & = joins results of further samples; [ ] = remark or other dose. Unless noted, calls follow the shape of the dose curve; as a rule, active = well fitted curve in the direction sought with a large enough effect; inconclusive = small, poorly fitted or top-dose-only effect, or another doubt; inactive = no such curve, though single readings can be large; an effect the other way counts as inactive or inconclusive. Potency is read from the fitted curve at half-maximal effect. Only part of the results is shown (hit frequency here may not be typical).

Start of the listing, in advance, 3 compounds:
Values in the order: HTT cytoprotect | Tau ThT inhib | Tau fluor cs | TR SRC2 fluor cs | L3MBTL1 inh | Tau fibril FP | RECQ1 helicase | TRb SRC2 PPI
COc1ccc(/C=C/C(=O)N[C@@H](C)C(=O)O)cc1
  9%[10 µM] | 9% | 8% | -1% | 11% | 1% | i | 4%
Cc1ccc(Nc2nnc(-c3ccc(C)c(S(=O)(=O)N4CCCCC4)c3)c3ccccc23)cc1
  nt | 4% | -13% | 2% | nt | -4% | nt | -3%
O=C(Cn1nc(C(F)(F)F)c2c1CCC2)Nc1ccccc1C(F)(F)F
  -1%[10 µM] | 2% | -4% | -1% | 13% | -2% | -2% | -1%

The list itself (from the top)
Values in the order: HTT cytoprotect | Tau ThT inhib | Tau fluor cs | TR SRC2 fluor cs | L3MBTL1 inh | Tau fibril FP | RECQ1 helicase | TRb SRC2 PPI
COc1ccc(/C=C/C(=O)N[C@@H](C)C(=O)O)cc1
  9%[10 µM] | 9% | 8% | -1% | 11% | 1% | i | 4%
Cc1ccc(Nc2nnc(-c3ccc(C)c(S(=O)(=O)N4CCCCC4)c3)c3ccccc23)cc1
  nt | 4% | -13% | 2% | nt | -4% | nt | -3%
O=C(Cn1nc(C(F)(F)F)c2c1CCC2)Nc1ccccc1C(F)(F)F
  -1%[10 µM] | 2% | -4% | -1% | 13% | -2% | -2% | -1%
Cc1cc(N2CCCC2)nc2c(C)cccc12
  -29%[1.9 µM] | -3% | -2% | -8% | 42%[activator] | 4% | i | -2%
Cc1ccc(NC(=O)CCCn2nc(C)c3sc4ccccc4c3c2=O)c(Cl)c1
  nt | -6% | -7% | -2% | nt | 0% | nt | 0%
CC12CCC(C(=O)NCCc3ccccc3)(OC1=O)C2(C)C (configuration not stated)
  2%[10 µM] | -5% | -5% | -2% | 0% | -4% | i | 5%
C=CCn1c(C)csc1=Nc1ccc(C(C)=O)cc1
  -29% | ? | -16% | -3% | -12%[11.4 µM] | 2% | -6% | -1%
Cc1nn(C)cc1C1C(C#N)=C(N)N(c2cccnc2)C2=C1C(=O)CCC2 (configuration not stated)
  20%[10 µM] | 5% | 12% | 0% | -1% | 8% | -8% | -3%
CCOC(=O)c1c(S(=O)(=O)N2CCCC(C(=O)NCc3cccc(C)c3)C2)c(C)n(C)c1C (configuration not stated)
  nt | 12% | 8% | -3% | nt | 5% | nt | -6%
COc1ccc(Cl)cc1NC(=O)C(=O)N/N=C/c1cc(C)n(-c2ccc(C)cc2)c1C
  -34% | -21% | -18% | 3% | nt | -2% | -11% | 2%
CN1CCN(c2ccc(CNC(=O)c3ccc4c(c3)OCCO4)cc2)CC1
  2%[10 µM] | -16% | -13% | -1% | -7% | 0% | -1% | 7%
C=CCc1cc(C)cc(C)c1OCCn1cncn1
  -5%[10 µM] | -3% | -4% | -3% | 7% | -11% | -2% | -4%
N#Cc1cc2c(nc1SCc1cccnc1)CCCCC2
  7% | -13% | -4% | 0% | nt | 7% | -7% | -2%
CC1N=C2c3ccccc3N=C(SCc3cc(=O)n4cc(Cl)ccc4n3)N2C1=O (configuration not stated)
  20%[1.9 µM] | -14% | -13% | 0% | -4% | ? | -3% | -12%
O=C(NCC1CCCO1)C1CCCN(S(=O)(=O)c2cccc3nsnc23)C1 (configuration not stated)
  -12%[0.074 µM] | -3% | 2% | 1% | 16%[11.4 µM] | -3% | i | 0%
COc1cccc(-c2nc(CS(=O)(=O)CC(=O)NCCCN3CCN(C)CC3)c(C)o2)c1
  nt | -1% | -3% | -5% | nt | -1% | nt | -8%
COc1cccc(-c2ccc3c(N)c(C(=O)NC4CC4)sc3n2)c1
  -15%[10 µM] | ? | 16µM*[quencher] | -6% | 29% | 13% | 2% | 2%
C=CCN(CC=C)CCOc1cccc(Oc2ccccc2)c1
  -49%[inhibitor] | -7% | -8% | -1% | 52%[activator] | -3% | -3% | 0%
CC/C(=N\NC(=O)CNC(=O)/C=C/c1ccco1)c1ccccc1
  -16% | -14% | -8% | -3% | -3% | -4% | -1% | -4%
CCCOc1ccc(C2C(C(=O)c3ccco3)=C(O)C(=O)N2CCCn2ccnc2)cc1 (configuration not stated)
  -13%[0.074 µM] | -13% | -5% | -1% | -3% | 0% | i | 5%
c1ccc(C2CC(c3cccs3)n3nnnc3N2)cc1 (configuration not stated)
  -24% | -5% | 3% | -2% | -2% | 1% | 0% | -5%
CC(C)(C)C(=O)Nc1nc2ccc(S(C)(=O)=O)cc2s1
  -16%[10 µM] | 3% | -1% | -7% | 41% | 8% | -1% | -10%
Cn1c(=O)c2c(SCc3cccnc3)nc(C3CC3)nc2n(C)c1=O
  -16% | -8% | -9% | 0% | nt | 2% | ? | 4%
COc1ccc(-c2noc(C3CCCN(C(=O)CCc4ccccc4)C3)n2)cc1 (configuration not stated)
  14%[10 µM] | -20% | -9% | 1% | 3% | 8% | -10% | -21%
CC(C)c1ccc(/C=N/NC(=O)c2ccccn2)cc1
  -63%[inhibitor][10 µM] | -10% | -3% | -3% | 8% | 4% | i | 4%
CCOC(=O)Cc1csc(CC(N)=O)n1
  3%[10 µM] | -4% | -8% | 0% | 10% | 0% | -10% | 0%
Cc1sc(NC(=O)c2sc3nc4c(C)cccc4cc3c2N)c(C#N)c1C
  -68%[inhibitor] | 16µM* | ? | -5% | 18µM* | -8% | i | -5%
O=C(Nc1cccc(C(=O)N2CCOCC2)c1)c1ccccc1
  13% | -2% | -2% | 2% | 2% | -6% | i | 3%
CS(=O)(=O)Nc1ccc(C2=NN(S(C)(=O)=O)C(c3ccc4c(c3)OCO4)C2)cc1 (configuration not stated)
  39%[10 µM] | 6% | -1% | -4% | 0% | -3% | -9% | 4%
O=C(CN1C(=O)C2C3CCC(C3)C2C1=O)NCc1ccco1 (configuration not stated)
  -10%[10 µM] | -2% | -3% | -1% | 7% | -3% | 0% | 1%
Cn1c(SCc2nc(-c3ccc(Cl)cc3)no2)nnc1-c1cccs1
  10% | ? | -21% | 2% | nt | -10% | -2% | 12%
Cc1cc(C(=O)NNC(=S)NC(C)c2ccccc2)cs1 (configuration not stated)
  26%[10 µM] | -3% | -1% | -6% | -14% | -3% | -11% | -7%
c1ccc(OCCOc2ncnc3ccccc23)cc1
  -10% | -3% | 3% | 1% | ? | 1% | i | -17%
CCn1cc(S(=O)(=O)Nc2ccccc2C(F)(F)F)cn1
  26%[10 µM] | -20% | -18% | 0% | 1% | -2% | i | 1%
C#CCN(C(=O)CC1C(=O)NCCN1C/C=C/c1ccccc1)C1CCCCC1 (configuration not stated)
  1%[10 µM] | -10% | -9% | -3% | -2% | -3% | 6% | -2%
COCc1ccc(CN2CCCC(CCC(=O)NCc3cccc(OC)c3)C2)o1 (configuration not stated)
  31%[10 µM] | -7% | 3% | -3% | 5% | 3% | i | 3%
Cc1ccc(C)c(NC(=O)CN(C)C(=O)CCN2C(=O)c3ccccc3C2=O)c1
  -80%[inhibitor] | -13% | -7% | 0% | 0% | 2% | 4% | -4%
COc1cccc(CNC(=O)CCc2nc(-c3ccc(C)cc3)no2)c1
  nt | -2% | -9% | 0% | nt | 9% | nt | 0%
Cc1ccc(-c2csc(NC(=O)CCNC(=O)c3ccccc3Cl)n2)cc1
  15%[10 µM] | -16% | ? | -3% | -5% | 1% | -4% | 7%
Cc1c(C(=O)N2CCN(Cc3ccccc3)CC2)sc2ncnc(N3CCOCC3)c12
  6%[10 µM] | -13% | -8% | -2% | 5% | 1% | i | -7%
COc1ccc(-n2c(=O)c3ccccc3n(Cc3ccccc3F)c2=O)cc1OC
  -13% | -9% | -7% | -1% | nt | 4% | -8% | 3%
O=C(Nc1ccon1)c1ccc(S(=O)(=O)N2CCCCCC2)cc1
  -9% | 1% | 3% | -5% | 3% | -4% | -1% | -5%
CC1=NN(C(C)C)C(=O)C1
  -4% | -4% | 1% | 1% | 5% | 1% | -2% | 2%
CCN(c1ccccc1)S(=O)(=O)c1nnc(NC(=O)c2cccs2)s1
  nt | 2.2µM* | -13% | -9% | nt | ? | nt | -1%
Cc1cc(C(=O)Nc2ccc3[nH]ccc3c2)no1
  -25%[10 µM] | ? | -20% | -2% | -2% | 1% | -5% | 3%
O=[N+]([O-])c1cc(Cl)cc2c1nc(NCCO)c1ccccc12
  -5%&1%[10 µM] | ? | ? | -3% | -28% | ? | i | 6%
O=C(Cc1cccs1)NCCSc1c(-c2ccc(Cl)cc2)[nH]c2ccccc12
  nt | -15% | 7.1µM*[quencher] | -8% | -10% | -14% | -14% | 1%
COc1cccc(COc2ncnc3sccc23)c1
  -30% | -10% | -5% | -5% | -6% | -10% | 2% | 4%
CCc1nnc(SCC(=O)N(C)c2ccccc2)c2cc3sccc3n12
  nt | ? | -11% | -1% | nt | -9% | nt | 5%
O=C(O)c1ccc2c(c1)S(=O)(=O)N=C1CCCCCN12
  -31%[inhibitor] | 7% | -2% | 1% | 10% | -2% | -1% | -5%
CC(=O)c1ccc(C(=O)N2CCCC(CCC(=O)N(C)CCc3ccccn3)C2)s1 (configuration not stated)
  36%[10 µM] | -5% | 5% | 0% | 2% | 8% | i | 1%
Cn1c(=O)c2c(n(Cc3ccccc3)c1=O)NC(=O)C2CC(=O)N1CCc2ccccc2C1 (configuration not stated)
  13%[10 µM] | -8% | 2% | 0% | -4% | -4% | -7% | -14%
CC(NC(=O)OC(C)(C)C)C(=O)N1CCCC1C(=O)NC(Cc1ccccc1)C(N)=O (configuration not stated)
  -1%[10 µM] | -6% | -7% | -3% | -3% | -7% | i | 0%
Cc1noc(/C=C/c2ccco2)c1S(=O)(=O)N1CCC(C(=O)N2CCc3ccccc32)CC1
  -48%[inhibitor] | -12% | -23% | 8% | nt | -6% | -18% | 11%
Cc1cc(F)ccc1NC(=O)c1ccc(NS(=O)(=O)c2cc(C(C)(C)C)ccc2C)cc1
  40%[10 µM] | 4% | -25% | -1% | -5% | ? | i | 0%
